Screening results from PubChem.
SENP8 block-1 = inhibitors of human SENP8 protease. AID 602440. recombinant SENP8, Nedd8 substrate fluorescence. inhibition, % at 20 µM. 360,000 tested, 0.64% active; in the data active = inhibition mostly above about 40%, no sharp cut-off; inactive = mostly below about 27%
HKDC1 inh = HKDC1 (human) hexokinase inhibition; inhibition, % at 20 µM; recombinant HKDC1, G6PDH/diaphorase resazurin coupled fluorescence; Q2TB90; 340,000 tested, 0.16% active;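 active = inhibition above about 35% when tested at 20 µM, limit read from the data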;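 note: plate controls were DMSO wells with enzyme for no effect and DMSO wells lacking enzyme for full effect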
Target sequence (Q2TB90 whole entry, looked up): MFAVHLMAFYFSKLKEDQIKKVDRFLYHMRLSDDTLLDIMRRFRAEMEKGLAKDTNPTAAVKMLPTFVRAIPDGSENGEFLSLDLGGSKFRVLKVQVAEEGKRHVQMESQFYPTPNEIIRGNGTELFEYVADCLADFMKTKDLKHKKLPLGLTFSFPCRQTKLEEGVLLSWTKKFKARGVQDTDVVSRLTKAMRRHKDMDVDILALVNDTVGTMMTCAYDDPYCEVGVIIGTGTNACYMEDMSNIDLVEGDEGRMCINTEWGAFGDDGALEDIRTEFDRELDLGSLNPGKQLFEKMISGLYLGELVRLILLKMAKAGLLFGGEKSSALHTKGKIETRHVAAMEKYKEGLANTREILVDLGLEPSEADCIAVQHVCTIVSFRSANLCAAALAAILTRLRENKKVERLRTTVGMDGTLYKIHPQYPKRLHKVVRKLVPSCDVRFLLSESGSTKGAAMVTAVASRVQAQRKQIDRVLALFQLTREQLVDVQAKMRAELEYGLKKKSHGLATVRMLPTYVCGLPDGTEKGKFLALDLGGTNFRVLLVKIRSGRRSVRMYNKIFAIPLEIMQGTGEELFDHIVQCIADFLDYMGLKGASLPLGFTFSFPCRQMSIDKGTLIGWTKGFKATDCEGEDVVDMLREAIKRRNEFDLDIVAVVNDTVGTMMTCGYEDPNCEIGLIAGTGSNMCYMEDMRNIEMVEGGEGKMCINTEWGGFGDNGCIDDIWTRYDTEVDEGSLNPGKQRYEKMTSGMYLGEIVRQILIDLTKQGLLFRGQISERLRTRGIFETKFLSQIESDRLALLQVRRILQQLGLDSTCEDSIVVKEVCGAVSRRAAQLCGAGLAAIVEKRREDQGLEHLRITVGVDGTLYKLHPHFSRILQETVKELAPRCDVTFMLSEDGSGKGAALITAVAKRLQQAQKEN
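Assay system: in-house recombinant HK5 (HKDC1) enzyme. Input: HKDC1 at 5 µg/mL. Medium: Tris pH 8.0 buffer with MgCl2, Tween-20, BSA, BME. Dosing: single 20 µM dose. Schedule: 90 min reaction incubation at room temperature, dark. Signal: resazurin-to-resorufin fluorescence via G6PDH and diaphorase coupling, 525/613 nm. Controls: DMSO-enzyme wells negative, buffer-substituted wells positive.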
SENP8 block-2 = inhibitors of human SENP8 protease. inhibition, % at 10 µM. Q96LD8. 330,000 tested, 1.2% active. purified SENP8, Z-RLRGG-aminoluciferin cleavage, luminescence. AID 2540; in the data active = inhibition above about 50%
NLRP3 yeast inh = inhibitors of NALP3 inflammasome in yeast; Yeast reconstituted NLRP3/ASC/caspase-1, beta-gal luminescence, 24 h; inhibition, % at 10 µM; 330,000 tested, 0.39% active;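 active = inhibition of 50% or more; inactive = inhibition below 50%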;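 note: plate controls were induced DMSO wells for no effect and uninduced yeast grown without galactose for full effect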
SENP7 block = SENP7 protease inhibition | Q9BQF6 | recombinant SENP7, Z-RLRGG-aminoluciferin luminescence, 40 min | inhibition, % at 5 µM | 330,000 tested, 1.5% active;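 active = inhibition above about 50% at the single test dose, limit read from the data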;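 note: plate controls were DMSO with enzyme for no effect and no enzyme buffer wells for full effect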
SENP1 FRET inh = blocks the human SENP1 SUMO protease catalytic domain | 360,000 tested, 0.21% active | Q9P0U3 | recombinant SENP1 catalytic domain, CyPet-SUMO1-YPet FRET cleavage | AID 624204 | inhibition, % at 10 µM;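 active = inhibition at least 30% at 10 µM, raw YFP signal under a set limit, fluorescence ratio 0.5 to 1.5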;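 note: 0% = enzyme with DMSO and 100% = no enzyme wells; some results filed as inactive read as strong as hits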
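Compound: 10 µM single point, 0.5% DMSO; Test system: hSENP1 catalytic domain, recombinant; Timing: 50 min reaction at room temperature; Technique: FRET, CFP and YFP emission; Control set: no-enzyme wells low, DMSO-plus-enzyme wells high control.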
SENP6 block = SENP6 protease inhibition; 330,000 tested, 1.8% active; Recombinant SENP6 catalytic domain, aminoluciferin luminescence; inhibition, % at 10 µM; Q9GZR1;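 active = inhibition above about 50% at the single tested dose, limit read from the data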;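 note: plate controls were DMSO wells with enzyme for no effect and DMSO wells lacking enzyme for full effect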
Apaf-1 inh = inhibitors of human Apaf-1 apoptosome | reconstituted apoptosome caspase-3 activity, DEVD-Rh110 fluorescence | inhibition, % at 20 µM | 330,000 tested, 0.71% active | O14727; active = inhibition of at least 40% at 20 µM;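 note: plate controls were DMSO wells for no effect and DEVD-CHO caspase inhibitor wells for full effect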
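Medium: Hepes buffer, pH 7.5 / System: biochemical Apaf-1 apoptosome reconstitution / Measured by: Rh110 fluorescence, excitation 480 nm, emission 540 nm / Times: compound with Apaf-1, dATP, procaspase-3 30 min, then 50 min reaction, room temperature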
PfG6PD inh = PfG6PD (Plasmodium falciparum) enzyme inhibition | PfGluPho enzyme, NADPH resazurin-diaphorase fluorescence | inhibition, % at 20 µM | 350,000 tested, 0.78% active | AID 504690;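 active = inhibition reaching at least a set limit at 20 µM in the primary screen, cut at about 59% in these data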;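 note: 0% = DMSO wells with substrate and 100% = DMSO wells lacking glucose-6-phosphate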
The depositor's hits bear a star; i = inactive; . = not tested or not shown.

Field names – A = SENP8 block-1; B = HKDC1 inh; C = SENP8 block-2; D = NLRP3 yeast inh; E = SENP7 block; F = SENP1 FRET inh; G = SENP6 block; H = Apaf-1 inh; I = PfG6PD inh
structure: COc1ccc(-c2nc3ccccc3o2)cc1NC(=O)CSc1ccc(Cl)cc1
  A = -103	B = -11	C = 6	D = 8	E = 5	F = 1	G = 6	H = -2	I = 3

structure: OCc1cccc[n+]1CCc1ccccc1
  A = 11	B = 2	C = -3	D = 12	E = -2	F = 0	G = -40	H = -2	I = -27

structure: COc1cc(/C=C(\C#N)C(=O)N2CCOCC2)ccc1OCc1ccccc1
  A = -19	B = -8	C = -10	D = 25	E = -3	F = 3	G = -16	H = 8	I = 8

structure: COc1cc(NC(=O)c2ccc([N+](=O)[O-])o2)ccc1NC(=O)c1cccs1
  A = 16	B = -5	C = -9	D = 25	E = 6	F = 2	G = 26	H = 14	I = 10

structure: COC/C=C/C1=CC2=CC(=O)C(C)(OC(=O)c3cnc4ccccc4n3)C(=O)C2=CO1 (stereo not given)
  A = .	B = .	C = 2	D = 10	E = 4	F = .	G = -7	H = 17	I = .

structure: C=C(C)C(=O)Nc1cccc(C2=NOC3(C2)C[C@@H](C(N)=O)N(C(=O)CCCCC)C3)c1 (stereo not given in full)
  A = .	B = 2	C = -3	D = 6	E = 1	F = .	G = -47	H = -333	I = 28

structure: CCOC(=O)C(Cc1c[nH]c2ccccc12)NC(=O)c1ccccc1Br (stereo not given)
  A = 6	B = -8	C = 5	D = 12	E = 11	F = -1	G = 40	H = -3	I = -7

structure: CC(C)(C)OC(=O)N1CCC(NC(=O)c2nc[nH]c2C(=O)N2CCN(C(=O)OC(C)(C)C)CC2)CC1
  A = 10	B = -4	C = -11	D = -6	E = -12	F = 0	G = -24	H = 15	I = 2

structure: Cc1cc(C)n(CC2CC(=O)N(c3ccc(Cl)cc3)C2=O)n1 (stereo not given)
  A = 18	B = -4	C = -3	D = 9	E = 9	F = 2	G = -8	H = -5	I = -10

structure: CS(=O)(=O)c1nc(S(=O)(=O)c2ccc(Cl)cc2)c(N2CCC3(CC2)OCCO3)s1
  A = 10	B = -7	C = -4	D = 5	E = 10	F = 1	G = 5	H = 5	I = 7

structure: CNc1cccnc1C=NNC(N)=S
  A = i	B = -4	C = .	D = .	E = .	F = -32	G = .	H = .	I = 74*

structure: Cc1ccc(C)c(N(C(=O)Cn2nnc(-c3cccs3)n2)C(C(=O)NC2CC2)c2ccc(C)o2)c1 (stereo not given)
  A = 24	B = -4	C = 0	D = 1	E = 0	F = 0	G = -3	H = 5	I = -4

structure: Cc1ccccc1/C=C/c1cc[n+](C)cc1
  A = -41	B = 2	C = 3	D = 9	E = 5	F = 0	G = -2	H = -5	I = 11

structure: COc1cc(OC)c(-c2nc3c[n+](CC(=O)c4ccccc4)ccc3n2C)cc1OC
  A = 18	B = 9	C = 3	D = 16	E = 8	F = 0	G = -14	H = -27	I = -4

structure: COC(=O)C(CC(=O)c1ccc(Br)cc1)n1ccnc1 (stereo not given)
  A = .	B = .	C = -1	D = -2	E = 2	F = .	G = -15	H = 1	I = .

structure: Cc1ccc(-c2nnc(SCC(=O)CC(=O)Nc3ccccc3)n2C)cc1
  A = 14	B = -3	C = -6	D = -12	E = 1	F = -1	G = -9	H = 8	I = -14

structure: COc1ccc(C2CCCN2C(=O)Nc2ccc(C)c(C)c2)cc1OC (stereo not given)
  A = 4	B = 3	C = 6	D = 22	E = -4	F = -1	G = 2	H = 0	I = 15

structure: COc1cccc(NC(=O)c2ccccc2NC(=O)c2ccncc2)c1
  A = -173	B = 2	C = 0	D = 1	E = 2	F = -2	G = 26	H = -5	I = 7

structure: C=CCNC(=O)N1CCCC(N2CCN(c3ccccc3OC)CC2)C1 (stereo not given)
  A = -14	B = -5	C = 4	D = 17	E = 0	F = 2	G = -12	H = -8	I = -9

structure: Cc1occc1C(=O)Nc1sc2c(c1C(N)=O)CCCCC2
  A = -67	B = 3	C = -17	D = 3	E = -3	F = -13	G = 2	H = 12	I = 33

structure: CCOC(=O)c1ccccc1NCN1C(=O)CSC1=O
  A = -308	B = -6	C = -2	D = 13	E = 1	F = -2	G = -9	H = -16	I = -7

structure: COc1cccc(N(CC(=O)NC2CCCC2)C(=O)CCC(=O)Nc2nccs2)c1
  A = 1	B = -1	C = 5	D = 29	E = -1	F = -2	G = -5	H = -1	I = -4

structure: N#Cc1nc(-c2cccs2)oc1NCc1ccco1
  A = -273	B = 17	C = -2	D = 5	E = -3	F = -1	G = 3	H = 4	I = 0

structure: O=C(Cn1c2[n+](c3ccc(C(F)(F)F)cc31)CCCCC2)c1cccc([N+](=O)[O-])c1
  A = 12	B = -10	C = 2	D = 0	E = 3	F = 1	G = 1	H = 1	I = -3

structure: Cc1ccc(Nc2c([N+](=O)[O-])ccc3nonc23)c(C)c1
  A = 24	B = -3	C = 6	D = -15	E = 6	F = 4	G = -14	H = 11	I = 7

structure: N#Cc1c(NC(=O)CSc2ccccn2)oc(-c2ccccc2)c1-c1ccccc1
  A = -42	B = -2	C = 5	D = 5	E = -2	F = 0	G = -10	H = 14	I = -47

structure: Cc1ccccc1NC(=O)C1CCCN(S(=O)(=O)c2c(C)noc2C)C1 (stereo not given)
  A = 16	B = -7	C = -4	D = -5	E = 2	F = 3	G = -9	H = -5	I = -2

structure: CCCC(=O)NNc1c2ccccc2nc2ccccc12
  A = -401	B = 3	C = -1	D = 16	E = -1	F = -100	G = -9	H = 4	I = 3

structure: Cn1cnc(S(=O)(=O)N2CCN(c3cccc(C(F)(F)F)c3)CC2)c1
  A = -1	B = 9	C = 1	D = 1	E = 8	F = -1	G = -11	H = 3	I = 1

structure: CCOC(=O)N1CCN(S(=O)(=O)c2ccc(C(=O)N(CCCN(C)C)c3nc4c(C)c(C)ccc4s3)cc2)CC1
  A = 15	B = -2	C = -8	D = 13	E = 7	F = 1	G = -4	H = 30	I = 15

Quoted from the entries so far for reference:
Field names – A = SENP8 block-1; B = HKDC1 inh; C = SENP8 block-2; D = NLRP3 yeast inh; E = SENP7 block; F = SENP1 FRET inh; G = SENP6 block; H = Apaf-1 inh; I = PfG6PD inh
structure: CCOC(=O)c1ccccc1NCN1C(=O)CSC1=O
  A = -308	B = -6	C = -2	D = 13	E = 1	F = -2	G = -9	H = -16	I = -7

structure: COc1cccc(N(CC(=O)NC2CCCC2)C(=O)CCC(=O)Nc2nccs2)c1
  A = 1	B = -1	C = 5	D = 29	E = -1	F = -2	G = -5	H = -1	I = -4

structure: N#Cc1nc(-c2cccs2)oc1NCc1ccco1
  A = -273	B = 17	C = -2	D = 5	E = -3	F = -1	G = 3	H = 4	I = 0

structure: O=C(Cn1c2[n+](c3ccc(C(F)(F)F)cc31)CCCCC2)c1cccc([N+](=O)[O-])c1
  A = 12	B = -10	C = 2	D = 0	E = 3	F = 1	G = 1	H = 1	I = -3

structure: Cc1ccc(Nc2c([N+](=O)[O-])ccc3nonc23)c(C)c1
  A = 24	B = -3	C = 6	D = -15	E = 6	F = 4	G = -14	H = 11	I = 7

structure: N#Cc1c(NC(=O)CSc2ccccn2)oc(-c2ccccc2)c1-c1ccccc1
  A = -42	B = -2	C = 5	D = 5	E = -2	F = 0	G = -10	H = 14	I = -47

structure: Cc1ccccc1NC(=O)C1CCCN(S(=O)(=O)c2c(C)noc2C)C1 (stereo not given)
  A = 16	B = -7	C = -4	D = -5	E = 2	F = 3	G = -9	H = -5	I = -2

structure: CCCC(=O)NNc1c2ccccc2nc2ccccc12
  A = -401	B = 3	C = -1	D = 16	E = -1	F = -100	G = -9	H = 4	I = 3

structure: Cn1cnc(S(=O)(=O)N2CCN(c3cccc(C(F)(F)F)c3)CC2)c1
  A = -1	B = 9	C = 1	D = 1	E = 8	F = -1	G = -11	H = 3	I = 1

structure: CCOC(=O)N1CCN(S(=O)(=O)c2ccc(C(=O)N(CCCN(C)C)c3nc4c(C)c(C)ccc4s3)cc2)CC1
  A = 15	B = -2	C = -8	D = 13	E = 7	F = 1	G = -4	H = 30	I = 15

Later entries.
Field names – A = SENP8 block-1; B = HKDC1 inh; C = SENP8 block-2; D = NLRP3 yeast inh; E = SENP7 block; F = SENP1 FRET inh; G = SENP6 block; H = Apaf-1 inh; I = PfG6PD inh
structure: Cc1ccccc1N1CCN(C2=NC(=O)/C(=C\c3cccs3)S2)CC1
  A = 14	B = 8	C = -7	D = 27	E = 7	F = 4	G = -10	H = 11	I = 23

structure: Cc1c(Cc2c(Cl)cccc2Cl)c(=O)ccn1C(C)c1ccccc1 (stereo not given)
  A = 4	B = -5	C = .	D = .	E = .	F = -2	G = .	H = .	I = -18

structure: C=CCn1c(SCCN2CCCCC2)nc2c1c(=O)[nH]c(=O)n2C
  A = 3	B = -2	C = 1	D = 12	E = 6	F = 1	G = 0	H = 7	I = 13

structure: Cc1cc(C)n(C(=O)N(c2ccccc2)c2ccccc2)n1
  A = 4	B = 4	C = 4	D = 3	E = 2	F = 2	G = 11	H = 4	I = -3

structure: O=C1CCc2ccc(NC(=O)C3CC3)cc2N1
  A = 12	B = -3	C = -12	D = 12	E = -4	F = 0	G = -21	H = -2	I = -1

structure: CCOCCCNS(=O)(=O)Cc1ccccc1
  A = 11	B = 5	C = -7	D = 5	E = -6	F = 1	G = -2	H = 6	I = -7

structure: Cc1nn(C)c(C)c1/C=N/NC(=O)CCn1cc([N+](=O)[O-])cn1
  A = 14	B = -11	C = -6	D = 15	E = -8	F = 1	G = -2	H = 1	I = -1

structure: O=C([C@@H]1CC=C[C@@H]2CCN(C3CCCCC3)C(=O)[C@@H]21)N1CCN(c2ccccc2)CC1
  A = 9	B = 3	C = 3	D = 11	E = -8	F = -1	G = 2	H = -1	I = -10

structure: Cc1ccn(CCNC(=O)C2CCC(=O)N(Cc3ccc(Cl)cc3)C2)n1 (stereo not given)
  A = 8	B = 1	C = -21	D = 13	E = -11	F = -2	G = -9	H = 0	I = -3

structure: Cc1c(Cl)c([N+](=O)[O-])nn1CCCC(=O)NCCc1ccccc1
  A = 18	B = -5	C = -6	D = 5	E = -3	F = 0	G = -10	H = -11	I = -3

structure: O=C(NCc1ccccc1)C(C(=O)c1ccc(F)cc1)n1ccccc1=O (stereo not given)
  A = 13	B = 1	C = 5	D = 5	E = 6	F = 0	G = -4	H = 4	I = 15

structure: O=C(NCCN1CCOCC1)c1ccc2c(c1)N(Cc1ccc(F)cc1)C(=O)CS2
  A = 10	B = 2	C = 3	D = 24	E = -10	F = 2	G = -1	H = 3	I = -11

structure: N#C/C(=C\c1cc(Cl)ccc1O)C(=O)NC1CCCCC1
  A = -13	B = 5	C = -4	D = 20	E = 5	F = 2	G = -8	H = 31	I = -8

structure: Cc1ccc(N2CC(C(=O)Nc3nnc(SCCC4OCCO4)s3)CC2=O)cc1C (stereo not given)
  A = -4	B = 4	C = -1	D = -8	E = 3	F = 1	G = 9	H = 18	I = 0

structure: O=C(NNC(=O)c1cc(Cl)ccc1[N+](=O)[O-])c1csc(N2CCOCC2)n1
  A = 10	B = -4	C = -8	D = 18	E = -9	F = 0	G = -6	H = -3	I = -9
